Screening results deposited in PubChem by National Center for Advancing Translational Sciences (NCATS).
Tau fluor counter: Counterscreen qHTS for Inhibitors of Tau Fibril Formation, Fluorescence Polarization; AID 1463, 2008; Potency, µM (series often up to 57.7 µM), without a hit: at the top dose activity change, negative = decrease; 280,000 tested, 0.93% active; tau K18 P301L Alexa594 fluorescence, heparin fibrillization; further: on the % scale 0 is the no-effect control and ±100 the full control effect; nearly all actives have a fitted effect of over 55% in size
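Human tau K18 P301L (15 uM unlabeled, 0.24 uM Alexa 594-labeled) in 100 mM sodium acetate pH 7 with 20 uM heparin, 6 hr at 37 C. ThT 30 uM added, 1 hr ambient; Alexa 594 FP and total fluorescence read at 555/632 nm.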
Epigenetic derep: Quantitative High-Throughput Screen for Regulators of Epigenetic Control. murine LDR cells, GFP reporter derepression, 30 h. Potency, µM (doses to about 53.9 µM), for the others: at the top dose GFP activation, actives largely listed as activators. 280,000 tested, 0.2% active; further: % of control where 0% means no effect; nearly all actives have a fitted effect of over 60% in size
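Readout is the number of GFP-expressing murine LDR cells, counted by cytometry following washing. Cells were treated with compound for 30 h at 37 C; the stably integrated CMV-GFP locus is normally silent.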
The depositor's hits bear a star; ? = inconclusive. The call rests on the fitted dose curve; in most records, active means well fitted curve in the direction sought with a large enough effect; inconclusive means small, poorly fitted or top-dose-only effect, or another doubt; inactive means no such curve, though single readings can be large; an effect the other way counts as inactive or inconclusive. Potency means the concentration at half of the fitted maximal effect. The list is partial (hit frequency here may not be typical).

Below each compound: Tau fluor counter	Epigenetic derep
CCCOc1ccc(C2C(=O)N(C3CCCCC3)CC(=O)N2CCC2=CCCCC2)cc1OC (centres undefined)
  8%	0.0%
CCOC(=O)c1c(C)[nH]c(C)c1S(=O)(=O)N(C)CC(=O)N1CCN(c2ccccc2OC)CC1
  -17%	1.6%
CCOC(=O)c1ccc(NS(=O)(=O)c2ccc(-c3cc(C)no3)cc2)cc1
  -14%	0.4%
COc1ccc(NC(=O)c2cc3c(=O)n(Cc4ccco4)ccc3nc2C)cc1
  1%	0.0%
COc1ccc(CC(=O)NCCc2sc(-c3ccc(Cl)cc3)nc2C)cc1OC
  -13%	-3.3%
COc1cccc(C2=CC(c3ccccc3F)n3ncc(C(=O)Nc4ccc(C)cc4)c3N2)c1 (centres undefined)
  -20%	-0.2%
CCOC(=O)c1cc(-c2ccc(OC)c(S(=O)(=O)NCc3ccccc3Cl)c2)on1
  ?	0.2%
CCOC(=O)CNc1ncnc2c1nnn2C
  3%	4.1%
O=C(Nc1ccccc1)C1CCN(S(=O)(=O)c2ccc3[nH]c4c(c3c2)CCCCC4)CC1
  ?	-3.1%
COc1ccc(CNC(=O)C2CCCN(S(=O)(=O)c3ccc4c(ccn4C)c3)C2)c(OC)c1 (centres undefined)
  1%	-1.7%
COc1cc(NC(=O)c2c3c(nc4ccccc24)C(=O)N(C2CCCCC2)C3)cc(OC)c1
  11%	2.9%
Cc1cc(Nc2ccc(Br)c(C)c2)n2nc(-c3ccco3)nc2n1
  5%	-3.0%
COc1ccc(C(=O)Nc2ccc(-n3nncc3-c3ccccc3)cc2)cc1OC
  ?	0.2%
CCc1ccccc1Nc1nn2c(=O)c3ccc(C(=O)Nc4ccc(OC)cc4)cc3nc2s1
  -18%	9.8%
CCc1ccc(C(=O)c2cn(CC(=O)NCc3ccc(C)cc3)c3nc(C)ccc3c2=O)cc1
  -4%	13%
COc1ccc(S(=O)(=O)Nc2ccc(-c3cn4ccsc4n3)cc2)cc1C
  ?	7.1%
CCCNC(=O)C(=O)NCC(c1ccc2c(c1)OCO2)N1CCOCC1 (centres undefined)
  -4%	0.5%
O=C(CC(c1cccs1)N1Cc2ccccc2C1=O)Nc1ccc(F)cc1 (centres undefined)
  -14%	-1.2%
CCN(CC)CCCNC(=O)c1ccc2c(c1)NC(=O)C(CS(=O)(=O)Cc1ccc(F)cc1Cl)N2 (centres undefined)
  -14%	3.3%
Cc1cccc(NC(=O)C2CCN(c3nc4ccccc4[nH]3)CC2)c1C
  -4%	-2.2%
Cc1ccc(NC(=O)c2cnc(SCC(=O)Nc3cc(C)on3)n(C)c2=O)cc1
  5%	1.3%
COc1ccc(-c2cc(C(C)=O)c(C)n2CCC(=O)NCc2ccccc2OC)cc1
  7%	-1.1%
Cc1ccc(Cl)cc1N(C)C(=O)c1noc2c1CCCCC2
  -11%	-1.3%
Cc1cc(-c2ccc(S(=O)(=O)Nc3cccc(C)c3C)s2)on1
  -30%	1.3%
Cc1cccc(CNC(=O)c2ccc3nc(Cc4ccccc4)oc3c2)c1
  -20%	5.1%
Cc1ccc(C(=O)CSc2ncc3c(n2)-c2ccccc2N(Cc2ccc(Cl)cc2)S3(=O)=O)cc1
  -1%	1.6%
O=C(CSc1nccn1Cc1ccc(F)cc1)Nc1nc2ccccc2s1
  ?	-0.9%
CCN(CC)c1ccc(C(=O)NCc2nc3cccnc3n2Cc2ccc(C)cc2)cc1
  -29%	0.8%
O=C(Nc1c(C(=O)N2CCN(c3ccc(F)cc3)CC2)oc2ccccc12)c1ccco1
  -29%	2.5%
O=C(COc1ccc(Cl)cc1)Nc1ccc(O)c(-c2nc3ccccc3s2)c1
  -16%	8.0%

Profiles, looked up by structure. Order of values: Tau fluor counter | Epigenetic derep
CCCOc1ccc(C2C(=O)N(C3CCCCC3)CC(=O)N2CCC2=CCCCC2)cc1OC (centres undefined) in the list: 8% | 0.0%
Cc1cc(-c2ccc(S(=O)(=O)Nc3cccc(C)c3C)s2)on1 in the list: -30% | 1.3%
CCCNC(=O)C(=O)NCC(c1ccc2c(c1)OCO2)N1CCOCC1 (centres undefined) in the list: -4% | 0.5%

Quoted from the entries so far, 3 compounds:
Below each compound: Tau fluor counter	Epigenetic derep
CCN(CC)c1ccc(C(=O)NCc2nc3cccnc3n2Cc2ccc(C)cc2)cc1
  -29%	0.8%
O=C(Nc1c(C(=O)N2CCN(c3ccc(F)cc3)CC2)oc2ccccc12)c1ccco1
  -29%	2.5%
O=C(COc1ccc(Cl)cc1)Nc1ccc(O)c(-c2nc3ccccc3s2)c1
  -16%	8.0%

Following part.
Below each compound: Tau fluor counter	Epigenetic derep
COc1cccc(C(=O)NC2CC(=O)N(c3ccc4c(c3)OCCO4)C2)c1OC (centres undefined)
  -6%	11%
COc1ccc(NC(=O)CN2C(=O)COc3ccc(S(=O)(=O)Nc4ccccc4)cc32)cc1OC
  ?	0.0%
COc1cc(OC)c(NC(=O)c2cnc(N3CCCC3)nc2C)cc1Cl
  -19%	-0.8%
CCC1Oc2ccccc2N(CC(=O)NCc2ccc(C)cc2)C1=O (centres undefined)
  2%	-0.4%
CCOc1ccc(C2c3c(oc4ccc(C)cc4c3=O)C(=O)N2CCCN(C)C)cc1 (centres undefined)
  2%	-0.2%
Cc1nc2cccnc2n1C1CCN(C(=O)Nc2ccc(Cl)cc2)CC1
  -11%	-1.6%
Cc1ccc(NC(=O)C2CCCN(S(=O)(=O)c3ccc4c(c3)CCCC(=O)N4)C2)cc1N(C)C (centres undefined)
  -15%	1.3%
Cc1nc2ccn(Cc3cccs3)c(=O)c2cc1C(=O)Nc1ccccc1
  0%	0.8%
O=C(CSc1nccn1Cc1ccc(Cl)cc1)NCc1ccccc1
  -11%	9.9%
CCOC(=O)c1ccccc1NC(=O)CSc1c(C)cnc2c1c(=O)n(C)c(=O)n2C
  0%	1.4%
COc1cccc(NC(=O)C2CCN(S(=O)(=O)c3cc(-c4noc(C)n4)ccc3C)CC2)c1
  -29%	-1.3%
CCOc1ccc(Cn2c(CNS(=O)(=O)c3ccc(CC)cc3)nc3cccnc32)cc1
  -14%	0.0%
O=C(Nc1ccc(Br)cc1F)c1ccc2nc(CCc3ccccc3)oc2c1
  -7%	-3.1%
CCCCNC(=O)C(CC)Sc1nnc(-c2ccc(OC)c(OC)c2)c(-c2ccc(OC)c(OC)c2)n1 (centres undefined)
  8%	-0.5%
CCOc1ccc(NC(=O)Cn2c(=O)cc(C)c3c(C)nn(-c4ccc(CC)cc4)c32)cc1
  8%	4.4%
Cc1ccc(-n2nc(C(=O)Nc3ccc(C)c(F)c3)c(=O)n(C)c2=O)cc1
  -15%	1.1%
Cc1ccc(Cn2c(CO)cnc2SCc2ccc(F)cc2)cc1
  -6%	-2.4%
CC(=O)c1cccc(NC(=O)CSc2nc(=O)n(Cc3cccnc3)c3c2CCC3)c1
  5%	-0.3%
Cc1ccc(N2C(=O)CSC23C(=O)N(CC(=O)Nc2ccccc2F)c2ccccc23)cc1C (centres undefined)
  -17%	1.3%
CCCCOc1ccc(C(=O)NCCc2sc3nc(-c4ccc(OC)cc4)nn3c2C)cc1
  -24%	1.0%
COc1ccc(OCC(=O)NC2CC(=O)N(c3ccc4c(c3)OCCO4)C2)cc1 (centres undefined)
  6%	2.1%
CCC1CN(C(=O)C2CCN(S(=O)(=O)c3c(C)noc3/C=C/c3ccc(C)cc3)CC2)c2cc(C)ccc2O1 (centres undefined)
  -4%	4.2%
O=c1c2ccccc2nc2sc(Nc3cccc(C(F)(F)F)c3)nn12
  2%	0.0%
Cc1ccc(Cl)cc1N1CCN(C(=O)CCSCc2ccccc2F)CC1
  -16%	3.5%
CN(C)CCNC(=O)c1ccc2nc(CCc3ccccc3)oc2c1
  -4%	12%
CCCOc1ccc(C(=O)N(Cc2cccs2)C2CCS(=O)(=O)C2)cc1 (centres undefined)
  -1%	-1.1%
O=C(CSc1nccn1Cc1ccc(Cl)cc1)Nc1nc2ccccc2s1
  ?	2.1%
CCOc1ccc(CC(=O)NCCc2csc(-c3ccc(C(F)(F)F)cc3)n2)cc1
  -3%	0.0%
COc1ccc(N2CC(NC(=O)CCc3ccccc3)CC2=O)cc1OC (centres undefined)
  0%	2.1%
O=C(Nc1ccc2c(c1)CCCN2C(=O)c1cccs1)c1ccccc1C(F)(F)F
  0%	-3.0%

Random excerpt: three compounds from above.
Below each compound: Tau fluor counter	Epigenetic derep
O=c1c2ccccc2nc2sc(Nc3cccc(C(F)(F)F)c3)nn12
  2%	0.0%
COc1ccc(NC(=O)c2cc3c(=O)n(Cc4ccco4)ccc3nc2C)cc1
  1%	0.0%
CN(C)CCNC(=O)c1ccc2nc(CCc3ccccc3)oc2c1
  -4%	12%

(cont.)
Below each compound: Tau fluor counter	Epigenetic derep
O=C(NC1CCCC1)c1cnn(-c2ccc(F)cc2F)c1C1CCNCC1
  1%	0.0%
C=CCc1ccccc1OCCSc1nc(-c2ccc(C(C)(C)C)cc2)nc2cc(=O)[nH]n12
  2%	5.1%
COc1ccc(CCNC(=O)c2ccc3c(c2)ncn3-c2ccc(C)cc2C)cc1OC
  -7%	0.0%
CCOC(=O)c1ccc(NC(=O)c2ccc(=O)n(Cc3cccc(C)c3)c2)cc1
  ?	0.0%
COc1ccc(CNC(=O)c2ccc3nc(CCc4ccccc4)oc3c2)c(OC)c1
  -8%	6.8%
Cc1cc(NC(=O)CSc2nc(-c3cccc(F)c3)nc3c2c(=O)n(C)c(=O)n3C)no1
  4%	-1.1%
COc1cc(-c2noc(-c3nnn(-c4ccc(Cl)cc4)c3C)n2)cc(OC)c1OC
  -7%	-2.6%
CCN(CC)CCNC(=O)CN1N=C(c2ccc(OC)cc2)CCC1=O
  0%	-0.2%
Cc1ccc(NC(=O)c2cc3c(=O)n(Cc4cccnc4)ccc3nc2C)cc1F
  -5%	0.8%
CCCOc1ccc(C2C(=O)N(C3CCC(C)CC3)CC(=O)N2CCc2ccccc2)cc1OC (centres undefined)
  17%	1.6%
CC(C)(C)OC(=O)N1CCC(c2c(C(=O)N3CCN(Cc4ccccc4)CC3)cnn2-c2cccc(Cl)c2)CC1
  -7%	-1.1%
Cc1cc(S(=O)(=O)Nc2cc3c(cc2C)n(C)c(=O)c(=O)n3C)ccc1F
  -6%	0.8%
COc1ccc(C2c3c(n(C)c4ccccc34)C(=O)N2CC(=O)Nc2ccc(C)cc2Cl)cc1 (centres undefined)
  -20%	2.0%
CCOc1ccc(-c2c(C)nn3c(C)c(C(=O)NCC(C)c4ccccc4)cnc23)cc1OCC (centres undefined)
  -19%	0.0%
CC1CCN(S(=O)(=O)c2ccc3nc(N4CCN(c5ccccc5F)CC4)ccc3c2)CC1
  -4%	-1.7%
CCOc1ccc(NC(=O)c2c(Nc3ccccc3C)sc(C(=O)c3ccccc3)c2N)cc1
  ?	-1.3%
Cc1ccsc1CN1CCc2nc(N3CCN(c4ccccc4F)CC3)ncc2C1
  -9%	0.3%
Cc1ccc(NC(=O)CN2C(=O)C3(SCC(=O)N3c3cccc(Cl)c3)c3ccccc32)cc1C (centres undefined)
  ?	-1.3%
Cc1c(C(=O)NCc2ccc(OC(C)C)cc2)sc2ncnc(N(C)C3CCCCC3)c12
  -10%	0.0%
COc1ccc(N2CCN(S(=O)(=O)CCNC(=O)c3ccc(C(F)(F)F)cc3)CC2)cc1
  -3%	-1.7%
Cc1cccc(-n2c(=O)c3c(c4cc(C)ccc4n3C)n(CC(=O)Nc3ccccc3Cl)c2=O)c1
  3%	3.8%
COc1ccc(C)cc1NC(=O)C1CCN(S(=O)(=O)c2ccc3c(c2)CCCN3C(C)=O)CC1
  -10%	0.8%
CC(C)n1c(SCC(=O)c2ccc(F)cc2)nc2c(sc3ccccc32)c1=O
  -6%	1.1%
COc1cccc(CNc2ncnc3onc(C)c23)c1
  -5%	2.7%
COc1ccc(C2NC(=O)N(C)C3=C2C(=O)N(c2ccc(Br)cc2)C3)cc1 (centres undefined)
  -5%	0.0%
COc1ccc(-n2nc(C(=O)Nc3cc(OC)c(OC)c(OC)c3)c(=O)n(C)c2=O)cc1
  2%	-2.5%
CC1CCN(c2ccc(-c3cccc(NS(=O)(=O)c4ccc(Cl)s4)c3)nn2)CC1
  ?	0.0%
COc1ccc2c(c1)c(N1CCCC1=O)c(C(=O)Nc1cc(C)c(Cl)cc1OC)n2C
  -27%	-1.0%
COc1cc(NC(=O)c2ccc(-c3nc(COc4ccccc4)c(C)o3)cc2)cc(OC)c1
  ?	-1.9%
CC(C)CCNC(=O)c1ccc2c(c1)nc1n2CCCCC1
  3%	1.6%

Carrying on.
Below each compound: Tau fluor counter	Epigenetic derep
Cc1nn(CCCC(=O)NCCc2ccc(Cl)cc2)c(=O)c2nn(-c3ccccc3)c(C)c12
  0%	3.0%
CC(C)(C)OC(=O)N1CCC(c2c(C(=O)NCCN3CCc4ccccc4C3)cnn2-c2ccc(F)cc2F)CC1
  -11%	-0.4%
CCOC(=O)c1c(C)oc2nc(C)nc(NCCc3ccc(OCC)cc3)c12
  -8%	-0.2%
Clc1ccc(CN2CCN(c3ncnc4sc5c(c34)CCCC5)CC2)cc1Cl
  -3%	5.2%
